Bioassay records: PubChem BioAssay, The Scripps Research Institute Molecular Screening Center
ADAM17 inh: inhibits human ADAM17. recombinant ADAM17, EDANS/DABCYL FRET peptide cleavage. P78536. 370,000 tested, 0.83% active. inhibition, % at 6.95 µM;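 active = inhibition above the mean of compounds lying between control limits plus 3 SD, set per campaign, cut at about 8.5% in these data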;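 note: 0% = DMSO-only wells as the low control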
PLCg1 inh: inhibitors of human phospholipase C gamma1; inhibition, % at 12.2 µM; 370,000 tested, 0.84% active; purified PLC-gamma1, fluorogenic substrate, fluorescence; P19174; in the data active = inhibition above about 9.5%
Target sequence (P19174 whole entry, looked up): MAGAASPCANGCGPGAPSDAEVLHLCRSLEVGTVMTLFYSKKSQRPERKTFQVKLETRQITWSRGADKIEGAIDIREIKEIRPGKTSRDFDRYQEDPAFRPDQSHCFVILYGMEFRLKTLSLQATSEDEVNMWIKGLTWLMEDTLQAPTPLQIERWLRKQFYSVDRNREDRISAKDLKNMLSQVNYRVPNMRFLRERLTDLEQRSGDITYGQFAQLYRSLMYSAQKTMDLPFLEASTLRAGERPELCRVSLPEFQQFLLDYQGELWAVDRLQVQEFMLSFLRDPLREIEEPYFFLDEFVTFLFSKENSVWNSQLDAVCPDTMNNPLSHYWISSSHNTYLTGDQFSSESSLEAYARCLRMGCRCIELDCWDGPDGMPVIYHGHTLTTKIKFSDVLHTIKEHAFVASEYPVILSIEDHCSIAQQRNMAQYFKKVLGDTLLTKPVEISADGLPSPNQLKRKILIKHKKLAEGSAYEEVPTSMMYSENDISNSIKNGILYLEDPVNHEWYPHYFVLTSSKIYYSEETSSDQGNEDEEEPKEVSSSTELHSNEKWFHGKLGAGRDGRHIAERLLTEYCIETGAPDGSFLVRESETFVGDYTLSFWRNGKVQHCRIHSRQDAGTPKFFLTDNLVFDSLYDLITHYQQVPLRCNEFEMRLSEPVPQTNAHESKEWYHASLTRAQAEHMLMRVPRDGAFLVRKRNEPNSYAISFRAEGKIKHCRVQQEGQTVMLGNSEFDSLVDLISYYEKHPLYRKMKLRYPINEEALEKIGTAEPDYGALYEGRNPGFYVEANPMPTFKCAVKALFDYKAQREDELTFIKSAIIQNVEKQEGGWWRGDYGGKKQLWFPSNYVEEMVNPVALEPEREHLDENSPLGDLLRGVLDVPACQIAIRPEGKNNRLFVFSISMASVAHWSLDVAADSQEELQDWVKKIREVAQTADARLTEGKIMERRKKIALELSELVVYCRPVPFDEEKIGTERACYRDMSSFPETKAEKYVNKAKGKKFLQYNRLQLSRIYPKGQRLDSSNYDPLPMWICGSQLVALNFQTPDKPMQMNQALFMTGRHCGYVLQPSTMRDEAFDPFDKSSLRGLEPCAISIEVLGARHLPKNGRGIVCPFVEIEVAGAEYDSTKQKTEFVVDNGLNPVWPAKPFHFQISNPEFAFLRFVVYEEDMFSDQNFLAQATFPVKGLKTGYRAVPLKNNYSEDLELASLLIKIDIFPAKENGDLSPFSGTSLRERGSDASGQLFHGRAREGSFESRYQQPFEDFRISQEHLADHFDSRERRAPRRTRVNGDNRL
DDE Tn6 FP inh: DD(E)-Tn6 binding inhibition, primary FP screen; P02675; Fibrin DD(E) TRITC-Tn6 fluorescence polarization displacement; inhibition, % at 8.3 µM; 370,000 tested, 0.21% active; AID 720509;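 active = inhibition above a per-campaign cutoff: mean of compounds within control limits plus 3 SD, cut at about 15% in these data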;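 note: 0% = median of all compound wells on the plate and 100% = blocking peptide control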
KLK7 zymogen act: activators of human kallikrein-7 zymogen | 370,000 tested, 0.9% active | purified proKLK7, EDANS-DABCYL substrate fluorescence; 100% is mature enzyme control, 0% vehicle | AID 652039 | activation, % at 7 µM;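 active = activation above the mean of all tested compounds plus 3 SD, computed per campaign excluding outliers beyond control limits, cut at about 13% in these data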
TDP2 absorb: blocks human TDP2 phosphodiesterase activity. recombinant TDP2, T5PNP hydrolysis, p-nitrophenol absorbance 415 nm. inhibition, % at 12.8 µM. 370,000 tested, 0.34% active. AID 720702;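 active = inhibition above the mean of all tested compounds plus 3 SD, set per campaign, cut at about 25% in these data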;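 note: 0% = DMSO with enzyme and 100% = buffer with substrate but no TDP2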
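System: recombinant human TDP2 / Amount: 120 nM TDP2 per well / Also added: 5 mM T5PNP chromogenic substrate / Doses: 12.8 µM single point, 1% DMSO / Incubation: 2 h at 37 °C / Detection: p-Nitrophenol epi absorbance / Evaluation: % inhibition relative to enzyme-containing and enzyme-free wells / Repeats: singlicate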
ADAM10 inh: ADAM10 inhibition, QFRET primary screen; recombinant ADAM10, EDANS/DABCYL FRET peptide cleavage, 3 h; O14672; inhibition, % at 7 µM; AID 720582; 370,000 tested, 0.62% active;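 active = inhibition above a per-campaign cutoff equal to the mean of compounds falling between control-based bounds plus 3 SD, cut at about 20% in these data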;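 note: 0% = DMSO wells while the 100% control is not disclosed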
Tn7 DDE FP: DD(E)-Tn7 binding inhibition, primary FP screen; P02675; FP displacement of FITC-Tn7 peptide from fibrin DD(E); 0% = median of compound wells per plate; inhibition, % at 8.3 µM; 370,000 tested, 0.13% active; AID 720508;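 active = inhibition above the mean of compounds falling within the control limits plus 3 SD of them, cut at about 14% in these data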;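 note: 0% = plate median of compound wells and 100% = 10 µM Aha-Tn7 peptide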
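Measure: % inhibition scaled between sample-field median and high-control FP; Test system: human fibrin DD(E); Quantity: 2 µM final DD(E) protein; Doses: one dose, 8.3 µM nominal; Schedule: compound with protein 10 min, then 3 h after probe, room temperature; Detection: fluorescence polarization; Medium: Tris buffer with calcium and detergent, pH 7.8.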
LEDGF integ inh: blocks HIV-1 LEDGF/p75-dependent DNA integration; TR-FRET IN-LEDGF/p75 DNA integration, Eu/Cy5; inhibition, % at 3.7 µM; 370,000 tested, 0.64% active; AID 743269;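 active = inhibition above the screen-wide mean plus 3 SD, cut at about 13% in these data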;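 note: signal is the Cy5 over europium emission ratio at 671 and 618 nm; 0% = plate median of compound wells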
ASAP1 GAP inh: blocks human ASAP1-stimulated Arf1 GTP hydrolysis; Q9ULH1; GDP FP detection; inhibition, % at 16.5 µM; 360,000 tested, 0.19% active; AID 624377; in the data active = inhibition above about 25%;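 note: 0% = vehicle with enzyme and substrate and 100% = no enzyme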
ARFGAP1 inhibitor: inhibitors of rat ARFGAP1; 360,000 tested, 0.26% active; AID 651572; Q62848; inhibition, % at 16.5 µM; Arfgap1-stimulated ARF1 GTP hydrolysis, GDP FP detection;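 active = inhibition above a per-plate limit, mean inhibition of low control wells plus 3 SD, cut at about 25% in these data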;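 note: 0% = DMSO wells with enzyme and 100% = wells lacking Arfgap1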
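material = rat Arfgap1 catalytic domain, aa 1-136 | also added = human ARF1(Δ1-17)-GTP substrate | compound dosing = one concentration, 16.5 µM, DMSO 1.26% | times = GTP hydrolysis reaction 2 h at 25 °C | measured by = FP, GDP Alexa 633 tracer displaced from anti-GDP antibody, 620/688 nm | evaluation = percent inhibition of Arfgap1-stimulated GTP hydrolysis | replication = single well per compound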
* hit, by the source's call. No enrichment for hits. About 4.2% of those tested had a hit in this group.

SMILES | ADAM17 inh | PLCg1 inh | DDE Tn6 FP inh | KLK7 zymogen act | TDP2 absorb | ADAM10 inh | Tn7 DDE FP | LEDGF integ inh | ASAP1 GAP inh | ARFGAP1 inhibitor
O=C(CSc1nnnn1-c1cccc(F)c1)Nc1nc2ccccc2s1 | -6 | -2 | 10 | 0.1 | 5 | -3 | 4 | 0 | 0 | -4
CC1C(=NO)C(C)C(c2ccc(N(C)C)cc2)NC1c1ccc(N(C)C)cc1 (configuration not stated) | -6 | -10 | -3 | 0.6 | -5 | -9 | 3 | -1 | 4 | 0
Cc1ccc(N(O)C(C)(C)C)cc1 | -8 | -50 | 11 | 0.9 | 8 | -25 | 2 | 0 | 5 | 6
COc1cccc(N2CCN(CC(=O)NC3=Nc4ccccc4N=C(C)C3c3ccccc3)CC2)c1 (configuration not stated) | -5 | -2 | -2 | -0.1 | -17 | 7 | 1 | -1 | -9 | -3
COc1ccc2[nH]c3c(c2c1)CCN1C(=O)C(CC(=O)NC(C)(C)C)C[C@H](C(=O)N2CCCCC2)[C@@]31C (some centres not stated) | 2 | 2 | -3 | 0.2 | -16 | 1 | -6 | 3 | -2 | -10
O=C(COC(=O)c1ccccc1)Nc1ccc2[nH]c(=O)[nH]c2c1 | -10 | -3 | -7 | -0.6 | -11 | -9 | 6 | 2 | 1 | 6
CCOC(=O)CNC(=O)Cn1cnc2c(nnn2-c2ccc(OC)cc2)c1=O | 0 | 3 | 5 | 0.1 | -11 | -1 | 6 | 4 | -6 | 16
CCOC(=O)[C@H](CCc1ccccc1)N[C@@H](C)C(=O)N1C(C(=O)O)C[C@@H]2CCC[C@@H]21 (some centres not stated) | 7 | 10* | -7 | -0.7 | -9 | 17 | 4 | 2 | -5 | -7
COC(=O)Cc1ccc(NC(=S)NCc2ccccc2Cl)cc1 | -2 | 3 | -4 | 0.1 | 0 | -4 | 4 | -1 | 10 | 9
CCOC(=O)N1CCN(C(=O)CNC(=O)C23CC4CC(CC(C4)C2)C3)CC1 | -4 | 3 | 2 | 0.1 | 4 | -6 | 2 | -6 | -8 | 4
CC1=C(C(=O)N(C(C)C)C(C)C)CC(CC(=O)NCc2cccc3ccccc23)C(=O)N1Cc1ccc(F)cc1 (configuration not stated) | 1 | 3 | -5 | -0.2 | -3 | 3 | -5 | 5 | 11 | 11
COc1cc(/C=C/C(=O)O)cc(S(=O)(=O)N(CC(C)C)CC(C)C)c1OC | -1 | -3 | 0 | -0.5 | 7 | -5 | -8 | 1 | 4 | 14
COc1ccc(/C=C2\SC(=S)N(CCCC(=O)Nc3ccc(C(=O)O)cc3)C2=O)cc1OC | -6 | -3 | -3 | 2.1 | -9 | -10 | -1 | 1 | 11 | 16
c1ccc(-c2csc(-n3cccn3)n2)cc1 | -1 | 5 | -4 | 0.7 | -13 | -7 | -7 | 2 | -9 | -4
Cc1cc(C([O-])=C(C(=S)Nc2ccc(F)cc2)[n+]2ccccc2)c(C)n1-c1ccc(F)cc1 | 0 | -13 | -3 | 0.4 | -9 | -1 | -4 | 3 | 7 | 2

Of the compounds above, these have two or more sulfur atoms:
SMILES | ADAM17 inh | PLCg1 inh | DDE Tn6 FP inh | KLK7 zymogen act | TDP2 absorb | ADAM10 inh | Tn7 DDE FP | LEDGF integ inh | ASAP1 GAP inh | ARFGAP1 inhibitor
O=C(CSc1nnnn1-c1cccc(F)c1)Nc1nc2ccccc2s1 | -6 | -2 | 10 | 0.1 | 5 | -3 | 4 | 0 | 0 | -4
COc1ccc(/C=C2\SC(=S)N(CCCC(=O)Nc3ccc(C(=O)O)cc3)C2=O)cc1OC | -6 | -3 | -3 | 2.1 | -9 | -10 | -1 | 1 | 11 | 16

Remaining list, next part:
SMILES | ADAM17 inh | PLCg1 inh | DDE Tn6 FP inh | KLK7 zymogen act | TDP2 absorb | ADAM10 inh | Tn7 DDE FP | LEDGF integ inh | ASAP1 GAP inh | ARFGAP1 inhibitor
O=C(C1CC(=O)N(C2CCCCC2)C1)N1CCN(c2cccc(C(F)(F)F)c2)CC1 (configuration not stated) | 0 | -5 | -3 | 0.9 | -9 | -3 | -4 | 0 | -11 | 0
CC1(C)CC(=O)c2cc3c(N)c(C(=O)NCc4ccccc4)sc3nc2C1 | -1 | 3 | 6 | -0.3 | -4 | 6 | -2 | 0 | 4 | 3
CC(C)(C)c1ccc2c(c1)OC(C(=O)N/N=C\c1ccncc1)CO2 (configuration not stated) | -6 | -4 | 3 | -0.6 | -2 | 3 | 4 | -3 | -3 | 10
COc1ccc(-c2nn(C)c3sc(C(=O)NCCN(C)C)cc23)cc1OC | -8 | -412 | -12 | -1.6 | -7 | -11 | 7 | -6 | 26* | 33*
Cc1csc(NC(=O)c2cc(-c3ccccc3)nc3ccccc23)n1 | 7 | -4 | -2 | 0.6 | 8 | 19 | -3 | -2 | -2 | -4
CCn1c(N)c(C(=O)NC2CCCCC2)sc1=S | 5 | 1 | -2 | -0.4 | -4 | 8 | -3 | -3 | -2 | -11
CCOc1ccc2c(S(=O)(=O)O)cccc2c1[N+](=O)[O-] | -1 | -1 | -4 | -0.2 | -13 | -12 | -2 | -2 | -5 | -8
O=C(Nc1ccccc1C(=O)O)c1cccc(NC(=O)c2ccc(Br)o2)c1 | 6 | -6 | -2 | 0.6 | 8 | -8 | 0 | -9 | -6 | -1
Cc1nc2ccccc2nc1OCC(=O)NCc1ccc2c(c1)OCO2 | -5 | -3 | -4 | 0.1 | 11 | -10 | -7 | -1 | 3 | -8
O=C(CSc1n[nH]c(=O)[nH]c1=O)NCC1CCCCC1 | 1 | 2 | -6 | -0.2 | -11 | 7 | 8 | 3 | 9 | -7
COCCn1c(SCC(=O)NC(=O)NC(C)(C)C)nc2ccccc21 | -2 | 1 | 5 | -0.4 | -4 | 2 | -3 | 4 | -1 | 6
O=C(Cc1ccc(NS(=O)(=O)c2ccc(F)cc2)cc1)NCc1cccnc1 | -3 | 3 | 0 | 0.1 | -1 | 1 | -7 | 2 | 6 | -3
C/C(=N\NC(=O)CNc1cccc(C(F)(F)F)c1)c1cccc(Br)c1 | 6 | 6 | 4 | -0.1 | -12 | 8 | 1 | 3 | -9 | 8
O=C(NCC(c1cccs1)N1CCOCC1)c1ccccc1NS(=O)(=O)c1ccc(Br)cc1 (configuration not stated) | 3 | -10 | 10 | 0.0 | -4 | -3 | 9 | -2 | -8 | -10
CN(C(=O)c1ccc(COc2ccccc2Cl)o1)c1ccccc1 | 4 | 2 | 1 | -0.3 | 4 | 8 | 4 | 3 | 14 | -8
CCCCn1c(C(C)NC(=O)COC)nc2ccccc21 (configuration not stated) | 0 | 10* | 0 | 0.4 | 4 | -8 | -7 | -1 | -12 | 6
CC1(C)CC(=O)C=C(c2ccccc2-c2ccc(S(C)(=O)=O)cc2)C1=O | 2 | -3 | 8 | 0.8 | -9 | -2 | 0 | 0 | -4 | 1
COc1cc(/C=N/NC(=O)C23CC4CC(CC(C4)C2)C3)cc(Br)c1O | -52 | -21 | -6 | -4.9 | -5 | -175 | 0 | -1 | -5 | 5
Cc1ccn2cc(CNC(=O)c3ccc(Br)o3)nc2c1 | -2 | -10 | -5 | -0.3 | -8 | -17 | 0 | 2 | 6 | 14
COc1ccc(NC(=O)CN(C)S(=O)(=O)c2ccccc2)cc1OC | -2 | 3 | 10 | 0.1 | 3 | -3 | 0 | 1 | 9 | 0
Cc1cc(-c2ccco2)n(CC(=O)NCCN(C)C)n1 | -3 | 0 | 5 | 0.3 | -6 | -6 | 1 | 0 | -3 | -16
Cc1cc(C(F)(F)F)n2ncc(-c3ccccc3)c2n1 | -1 | 2 | -5 | -0.4 | -3 | -1 | 0 | 3 | 24 | -14
COc1ccc(CCC(=O)OCc2csc(CC(=O)Nc3ccc(C)cc3)n2)cc1OC | 0 | -6 | -6 | -0.2 | 7 | -1 | -1 | 1 | 4 | 3
CC(=O)c1cc(CN2CCC(C(=O)Nc3ccc(-n4nc(C)cc4C)cc3)CC2)cs1 | 0 | 1 | 9 | 0.4 | 15 | 1 | -2 | 0 | 17 | 13
CCc1ccc(N2C(=O)Nc3ccc(Br)cc3C2(O)C(=O)NCCN(C)C)cc1 (configuration not stated) | -3 | 2 | -3 | -1.0 | -10 | 3 | 6 | -5 | 2 | -15
COc1ccccc1N1CCN(C(=O)C2CCCN(S(=O)(=O)c3ccc4c(c3)oc(=O)n4C)C2)CC1 (configuration not stated) | -3 | -1 | -2 | 1.1 | -3 | 0 | 0 | -3 | -5 | 4
COc1ccc(Cl)cc1NC(=O)COC(=O)c1ccc(Cl)nc1 | 3 | 0 | -2 | 0.0 | 5 | -11 | -7 | 4 | 13 | -5
COc1ccc(-c2nc3nc(SC)nn3cc2C)cc1F | -26 | -15 | 5 | 1.8 | 5 | -57 | -1 | -3 | 1 | 9
O=C(c1ccc(CS(=O)(=O)c2ccc(Br)cc2)o1)N1CCN(c2ccc(F)cc2)CC1 | -4 | 0 | -3 | 0.2 | 10 | 4 | 4 | 0 | 0 | 0
CCC(C)NC(=O)C1CCCN(S(=O)(=O)c2ccc3c(c2)CC(C)N3C(C)=O)C1 (configuration not stated) | -1 | 2 | 5 | 0.4 | 7 | 0 | -1 | -1 | -1 | -4
COc1c(C)cccc1C(=O)NC(=S)Nc1ccc2c(c1)Cc1ccccc1-2 | -2 | 4 | 4 | -0.8 | 17 | 3 | -7 | -2 | -13 | 18
N#CCSc1nc2ccc(N3CCCCC3)cc2c(=O)n1Cc1ccccc1 | -13 | -263 | 2 | -2.3 | -5 | -47 | 5 | 5 | 5 | -7
COc1ccc(OCCN2CCN(C3CC(=O)N(CCC(C)C)C3=O)CC2)cc1 (configuration not stated) | 1 | 4 | 6 | 0.2 | 2 | 4 | 0 | 1 | -20 | 6
COc1ccc(S(=O)(=O)Nc2ccccc2OC)cc1NC(=O)Cc1cccs1 | -2 | -2 | -5 | -0.7 | 5 | -2 | 2 | -2 | 12 | -5
Cc1nn(C)c(C)c1CNC(=O)c1cnn2c1NC(c1ccccc1)CC2C(F)(F)F (configuration not stated) | -1 | 1 | 2 | 0.0 | -5 | 2 | -3 | 1 | 1 | 0
O=C(NC(=S)Nc1cc(C(F)(F)F)ccc1N1CCOCC1)c1sc2ccccc2c1Cl | -3 | -1 | 9 | -0.3 | -8 | -2 | 4 | 1 | 9 | 0
O=C1C2C3C=CC(C3)C2C(=O)N1Cc1ccc(CN2C(=O)C3C4C=CC(C4)C3C2=O)cc1 (configuration not stated) | -1 | -1 | 1 | 0.0 | 5 | -1 | -4 | 2 | 0 | 13
O=c1c2ccccc2c(C=Nc2ccc(S(=O)(=O)N3CCCCC3)cc2)c(O)n1-c1ccc(Cl)cn1 | -27 | -109 | -1 | 2.3 | -7 | -64 | 3 | 4 | -1 | -6
